Screening data as filed in PubChem BioAssay.
TDP2 absorb: blocks human TDP2 phosphodiesterase activity; O95551; inhibition, % at 12.8 µM; 370,000 compounds, 0.34% hits; recombinant TDP2, T5PNP hydrolysis, p-nitrophenol absorbance 415 nm;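 active = inhibition above the mean of all tested compounds plus 3 SD, set per campaign, cut at about 25% in these data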;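 also: 0% = DMSO with enzyme and 100% = buffer with substrate but no TDP2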
Target sequence (O95551 whole entry, looked up): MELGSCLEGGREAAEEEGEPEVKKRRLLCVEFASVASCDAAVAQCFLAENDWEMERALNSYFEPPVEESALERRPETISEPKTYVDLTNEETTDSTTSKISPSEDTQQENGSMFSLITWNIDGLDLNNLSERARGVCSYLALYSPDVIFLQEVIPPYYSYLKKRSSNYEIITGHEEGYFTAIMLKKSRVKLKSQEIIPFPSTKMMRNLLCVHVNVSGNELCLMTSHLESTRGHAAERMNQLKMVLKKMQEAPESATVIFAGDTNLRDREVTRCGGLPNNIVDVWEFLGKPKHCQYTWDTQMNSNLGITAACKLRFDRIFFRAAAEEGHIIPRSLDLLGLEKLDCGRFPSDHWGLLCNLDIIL
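Assay system: Recombinant human TDP2 | Quantity: 120 nM TDP2 per well | Incubation: 2 h at 37 °C | Signal: Epi absorbance | Evaluation: Percent inhibition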
LEDGF integ inh: blocks HIV-1 LEDGF/p75-dependent DNA integration; TR-FRET IN-LEDGF/p75 DNA integration, Eu/Cy5; inhibition, % at 3.7 µM; 370,000 compounds, 0.64% hits; AID 743269;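 active = inhibition above the screen-wide mean plus 3 SD, cut at about 13% in these data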;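 also: signal is the Cy5 over europium emission ratio at 671 and 618 nm; 0% = plate median of compound wells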
SIAE primary: blocks human sialic acid acetylesterase | Q9HAT2 | SIAE FP-Rh probe binding, fluorescence polarization | inhibition, % at 9.66 µM | 370,000 compounds, 0.69% hits | AID 1053197;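 active = inhibition above a cutoff: mean of compounds within the control limits plus 3 SD of those, cut at about 17% in these data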;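 also: 0% = plate median of compound wells and 100% = probe without SIAE protein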
HTRA1 inh: HTRA1 (human) protease inhibition. 340,000 compounds, 0.5% hits. Q92743. inhibition, % at 5.96 µM. recombinant HTRA1, FP-rhodamine activity-based probe, fluorescence polarization; in the data active = inhibition above about 36%;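 also: 0% = enzyme with DMSO and 100% = wells lacking enzyme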
Target sequence (Q92743 whole entry, looked up): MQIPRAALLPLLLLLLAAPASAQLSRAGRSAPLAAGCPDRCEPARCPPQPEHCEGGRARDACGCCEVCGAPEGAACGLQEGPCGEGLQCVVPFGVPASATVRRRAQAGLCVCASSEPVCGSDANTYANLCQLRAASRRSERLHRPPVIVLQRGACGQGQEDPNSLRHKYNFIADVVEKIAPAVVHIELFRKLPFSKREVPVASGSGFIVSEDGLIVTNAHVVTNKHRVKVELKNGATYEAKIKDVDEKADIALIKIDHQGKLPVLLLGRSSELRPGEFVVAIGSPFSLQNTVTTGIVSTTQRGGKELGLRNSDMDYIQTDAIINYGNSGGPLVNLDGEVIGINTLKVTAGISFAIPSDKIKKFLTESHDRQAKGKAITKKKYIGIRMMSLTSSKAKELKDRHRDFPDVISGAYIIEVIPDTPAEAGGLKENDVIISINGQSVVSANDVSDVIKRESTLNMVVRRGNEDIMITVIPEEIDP
PG9 binder: binds the HIV-1 gp120 antibody PG9; TR-FRET gp120-PG9 antibody binding; inhibition, % at 6.7 µM; 360,000 compounds, 0.43% hits; AID 624416; in the data active = inhibition above about 8.5%
DDE Tn7 FP inh: DD(E)-Tn7 binding inhibition, primary FP screen | inhibition, % at 8.3 µM | P02675 | FP displacement of FITC-Tn7 peptide from fibrin DD(E); 0% = median of compound wells per plate | 370,000 compounds, 0.13% hits | AID 720508;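 active = inhibition above the mean of compounds falling within the control limits plus 3 SD of them, cut at about 14% in these data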;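 also: 0% = plate median of compound wells and 100% = 10 µM Aha-Tn7 peptide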
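Test system – human fibrin DD(E) · Times – 10 min preincubation, 3 h with tracer, room temperature · Detection – fluorescence polarization of the labelled Tn7 tracer · Measure – percent inhibition normalized to high-control wells · Benchmarks – high control wells with 10 µM unlabelled Aha-Tn7 peptide (full inhibition) · Repeats – singlicate testing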
mABHD4 FP: ABHD4 (mouse) inhibition, primary FP screen; Q8VD66; purified mABHD4, FP-Rh probe fluorescence polarization; inhibition, % at 8.92 µM; 370,000 compounds, 0.54% hits;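 active = inhibition exceeding the mean over every tested compound plus 3 SD, cut at about 30% in these data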;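 also: 0% = plate median of compound wells and 100% = S159A mutant with DMSO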
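system = mouse ABHD4 enzyme, wild type | medium = HEPES pH 7.0, NaCl, Pluronic buffer | also added = FP-Rh probe | incubation = Enzyme–compound pre-incubation 45 min, then probe 60 min, both 25 °C | technique = fluorescence polarization, excitation 525 nm, emission 598 nm, BODIPY TMR filters | controls = S159A mutant high control, sample median low control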
TCR CD3 inh: inhibitors of human TCR-CD3 interaction; TAMRA-labeled TCR probe fluorescence, biochemical; inhibition, % at 9.4 µM; 360,000 compounds, 0.37% hits; AID 651800; in the data active = inhibition above about 19%;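 also: recombinant mutant TCR 2C K166C tagged with TAMRA read by polarization; 0% = receptor in buffer alone and 100% = receptor with positive control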
PRMT1 inh: blocks human protein arginine methyltransferase 1; 370,000 compounds, 1.3% hits; AID 652257; inhibition, % at 2.79 µM; Q99873; recombinant PRMT1, activity-based probe fluorescence polarization;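 active = inhibition above about 21% made by adding two undisclosed values, limit read from the data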
UHRF1 binding: blocks human UHRF1 binding to methylated DNA | Q96T88 | UHRF1 binding to methylated oligo, TR-FRET | inhibition, % at 4.4 µM | 370,000 compounds, 0.75% hits | AID 687016; in the data active = inhibition above about 21%;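 also: UHRF1 SRA domain binding a hemimethylated CpG hairpin DNA probe; 0% = median of test compound wells and 100% = reference inhibitor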
Starred values were filed as active, the others as inactive; nt = not tested or not shown.

SMILES | TDP2 absorb | LEDGF integ inh | SIAE primary | HTRA1 inh | PG9 binder | DDE Tn7 FP inh | mABHD4 FP | TCR CD3 inh | PRMT1 inh | UHRF1 binding
Cc1oc2nc(SCCCC(=O)NCCO)nc(N)c2c1C | 5.9 | 2.8 | 6.2 | 1.4 | 0.3 | -0.4 | 4.8 | 1.1 | 0.0 | 1.1
c1coc(Cn2c(SCc3nc4ccccc4[nH]3)nnc2-c2cnccn2)c1 | -0.9 | 2.3 | 3.4 | -2.7 | 0.2 | -5.6 | -1.3 | 2.4 | 2.6 | 0.3
CCOc1ccc(C(=O)NCC(=O)OCC(=O)N2CCCCC2)cc1 | -6.8 | 9.7 | -1.3 | 0.8 | 2.1 | -3.7 | -1.6 | -2.4 | 4.4 | 0.4
Cc1ccc(Cn2cc(CN3CC(N4CCCC4)CS3(=O)=O)nn2)cc1 (centres undefined) | -0.2 | -4.7 | 3.3 | nt | -0.7 | 1.1 | 7.3 | 1.4 | -0.6 | 5.5
CCCN(CCC)S(=O)(=O)c1ccc(C)cc1 | -10.9 | 5.0 | -13.5 | -1.9 | -0.1 | -4.6 | -4.6 | -2.2 | -2.6 | -2.2
CCC1(c2ccccc2)NC(=O)N(CC#N)C1=O (centres undefined) | -7.3 | 1.1 | 2.6 | 4.8 | -2.4 | -0.6 | -0.4 | 2.5 | -0.6 | 3.0
COCCn1c(=O)[nH]c2cc(C(=O)N3CCN(c4cccc(C(F)(F)F)c4)CC3)ccc2c1=O | 4.2 | -1.6 | 10.0 | -2.5 | -2.3 | 0.1 | 1.0 | -0.3 | 0.9 | -1.6
COc1ccccc1NC(=O)COC(=O)C1CC(=O)N(c2ccc3c(c2)OCCO3)C1 (centres undefined) | 8.0 | 1.0 | 1.9 | 2.4 | 0.3 | 3.0 | 1.5 | 2.9 | 3.0 | -1.0
Cc1ccccc1C1NC(c2ccccc2C)C([N+](=O)[O-])C(C)(C)C1[N+](=O)[O-] (centres undefined) | -11.6 | 2.1 | -5.1 | -9.3 | -3.2 | -6.2 | -5.4 | -4.9 | 0.1 | 1.4
CC(=O)C[C@@H](O)CC(=O)[C@H]1OC(=O)[C@@H](C)C/C=C\Cc2ccccc21 | -6.6 | 2.3 | -6.4 | -3.2 | 0.2 | 7.6 | 1.2 | 0.5 | -1.4 | 0.7
CC(=O)Nc1nc(C2COc3ccccc3O2)cs1 (centres undefined) | 2.2 | -2.2 | -3.5 | 3.6 | -0.5 | 11.7 | -8.2 | 3.9 | 0.4 | -0.1
Cc1cc(C)nc(SCc2csc(N)n2)n1 | 0.8 | 1.1 | -2.0 | 2.9 | -1.7 | -7.7 | 2.7 | 4.2 | 4.5 | -0.5
O=S1(=O)CCOC[C@H](Cc2ccccc2)N1Cc1ccc(F)cc1 | 4.3 | 1.0 | 4.8 | -5.5 | -0.6 | 1.9 | -0.2 | -3.2 | -0.3 | 0.0
CN1C[C@@H]2[C@@H]3C(=O)N(Cc4ccccc4)C(=O)[C@@H]3[C@](Cc3ccccc3)(C1=O)N2C(=O)c1ccc(C(F)(F)F)cc1 | 8.1 | -4.5 | 4.1 | -7.6 | 2.0 | 4.9 | 2.1 | 8.3 | -0.1 | -2.4
CCOc1ccc(/C=N/OCC(=O)NC(c2ccccc2)c2ccccc2)cc1 | 8.8 | -3.7 | -1.8 | -16.5 | -0.4 | 5.0 | -6.5 | -2.8 | 1.3 | -3.4

Three entries from above, ordered by length of the SMILES, rising.
SMILES | TDP2 absorb | LEDGF integ inh | SIAE primary | HTRA1 inh | PG9 binder | DDE Tn7 FP inh | mABHD4 FP | TCR CD3 inh | PRMT1 inh | UHRF1 binding
CCOc1ccc(C(=O)NCC(=O)OCC(=O)N2CCCCC2)cc1 | -6.8 | 9.7 | -1.3 | 0.8 | 2.1 | -3.7 | -1.6 | -2.4 | 4.4 | 0.4
O=S1(=O)CCOC[C@H](Cc2ccccc2)N1Cc1ccc(F)cc1 | 4.3 | 1.0 | 4.8 | -5.5 | -0.6 | 1.9 | -0.2 | -3.2 | -0.3 | 0.0
Cc1ccccc1C1NC(c2ccccc2C)C([N+](=O)[O-])C(C)(C)C1[N+](=O)[O-] (centres undefined) | -11.6 | 2.1 | -5.1 | -9.3 | -3.2 | -6.2 | -5.4 | -4.9 | 0.1 | 1.4

Further results.
SMILES | TDP2 absorb | LEDGF integ inh | SIAE primary | HTRA1 inh | PG9 binder | DDE Tn7 FP inh | mABHD4 FP | TCR CD3 inh | PRMT1 inh | UHRF1 binding
CCn1ccnc1CN1CCc2c([nH]c3ccccc23)C1CC(C)C (centres undefined) | -0.8 | 11.8 | 6.1 | -4.4 | -2.5 | -7.8 | 9.4 | 1.9 | -1.8 | 0.3
O=C(Nc1ccc(NC(=O)c2cc([N+](=O)[O-])ccc2N2CCOCC2)cc1)c1cccs1 | -21.1 | -1.9 | -5.8 | -21.2 | 1.1 | 3.2 | -8.9 | -10.2 | 6.1 | 22.7*
O=C(c1ccc(C(F)(F)F)cc1)N1CCN(S(=O)(=O)c2ccc3c(c2)OCCCO3)CC1 | 2.3 | -1.5 | 7.9 | -10.6 | 1.8 | 3.6 | 3.2 | -1.3 | 1.7 | -2.2
O=S(=O)(Cc1ccccc1)N1CCN(C2Cc3ccccc3C2)CC1 | -9.7 | -1.4 | 1.3 | -1.0 | -1.9 | -9.7 | 0.6 | 1.5 | -0.4 | -0.6
COc1ccc(CNC(=O)C(c2ccc(C)cc2)N(Cc2cccs2)C(=O)c2ccc3c(c2)OCCO3)cc1 (centres undefined) | -12.8 | 5.3 | -15.2 | -78.5 | 1.6 | 0.8 | -22.5 | -8.1 | 2.1 | 1.5
CN(C)CCOC(=O)c1ccc2[nH]c3c(c2c1)CSCC3 | 24.8* | 2.7 | 0.5 | 0.5 | -0.5 | -1.6 | -4.9 | 1.7 | 5.3 | -1.5
Cc1cc(NC(=O)CCC(=O)N(CC(=O)NC2CCCC2)c2ccc3c(c2)OCCO3)no1 | 8.8 | -2.9 | 4.8 | 5.8 | 0.1 | 0.3 | -6.8 | 7.4 | 1.4 | -0.6
C#CCOCCOCCOCCNc1nc(N2CCN(C(=O)[C@H](C)n3cc(CCC(=O)O)nn3)CC2)nc(N2CCN(C(=O)[C@H](C)n3cc(CCC(=O)O)nn3)CC2)n1 | -2.4 | -0.6 | 0.7 | 2.7 | -2.1 | -7.6 | -4.9 | -0.9 | 0.7 | 7.9
CC(C)(C)OC(=O)NNC(=O)C12CC3CC(CC(C3)C1)C2 | -8.8 | -2.9 | 2.2 | 0.7 | -1.1 | 2.0 | -0.6 | 4.1 | -3.5 | -1.5
Cc1ccc2nc(-c3ccccn3)cc(C(=O)N3CCN(c4ncccn4)CC3)c2c1 | 0.0 | 1.3 | 1.3 | 2.6 | -1.5 | -0.7 | 5.3 | 0.6 | -0.4 | 0.9
Cc1sc(-c2c(C#N)c(N)nc3c2CCCCCC3)cc1[N+](=O)[O-] | -5.3 | 1.7 | -10.1 | 1.6 | 1.6 | 0.2 | 1.1 | -2.5 | 5.4 | -0.7
O=C(NCc1ccccc1)c1ccc(CN(c2ccccn2)S(=O)(=O)c2ccccc2)cc1 | -0.3 | -0.8 | -5.9 | -4.6 | 1.1 | -0.6 | 2.3 | -3.0 | 0.9 | 0.2
CC(C)CC(=O)Nc1ccc2nn(-c3ccccc3)nc2c1 | 5.4 | -1.8 | -10.4 | -36.3 | 2.5 | 6.7 | -17.9 | -5.7 | -0.4 | 2.2
C=CCNC(=O)C1CCC(CNc2nc(=S)[nH]c3ccccc23)CC1 (centres undefined) | -5.2 | 0.6 | -1.0 | 4.2 | -0.8 | 9.4 | 2.5 | -5.7 | 2.6 | -3.0
O=C(NCc1ccc(Cl)cc1)C1CCCN1C(=O)Nc1ccc(F)cc1 (centres undefined) | -3.8 | -1.9 | -6.2 | 2.1 | -1.1 | 1.5 | -7.8 | 0.7 | 1.3 | 16.6
FC(F)(F)c1cccc(/C=N/NC(=S)NC2CCCCC2)c1 | -1.8 | -5.4 | 1.7 | -3.2 | -0.6 | 0.9 | -5.4 | -0.4 | 4.0 | 0.5
Cc1nn(CC(=O)Nc2cccc(C(F)(F)F)c2)c(=O)c2cccn12 | 7.8 | 1.9 | -3.8 | -0.5 | -1.1 | -0.7 | -0.4 | -8.4 | -0.2 | 0.8
COc1ccc(CC(=O)NCC2(c3ccc(OC)c(OC)c3)CCCC2)cc1 | 9.5 | 5.2 | -4.4 | 2.7 | -3.3 | -0.3 | 0.8 | 1.1 | -0.1 | -0.2
O=C(O)C1CC=CCC1C(=O)Nc1ccccc1C(=O)N1CCN(c2ccccc2)CC1 (centres undefined) | -0.5 | 0.7 | 2.7 | 1.4 | -1.6 | 1.0 | 6.8 | -10.3 | -2.4 | 1.9
Cc1[nH]c2ccc(F)cc2c1CCN1C(=O)OC(C)(C)C1(C)O (centres undefined) | 0.0 | -1.8 | 26.4* | 9.2 | 0.6 | 1.6 | -2.7 | -7.3 | -0.5 | -2.3
C[C@@]12CCC3[C@@](CCC4[C@@]3(C)CCC[C@@]4(C)C(=O)O)(CC1=O)C2 (some centres undefined) | -3.6 | 2.9 | -4.5 | 0.3 | 0.0 | -1.4 | -1.5 | -1.1 | 0.3 | 3.8
Cc1ccc(OCc2nnn(CC(=O)NS(=O)(=O)c3c(C)noc3C)c2-c2ccccc2)cc1 | 7.6 | 0.1 | -2.6 | nt | 1.1 | -1.2 | 0.1 | -0.7 | 0.8 | -1.1
COc1ccc(C2=NN(C(=O)CSc3nc4ccccc4s3)C(c3ccc(OC)cc3)C2)cc1 (centres undefined) | -2.0 | -0.8 | -14.7 | -35.9 | -4.2 | -0.3 | -14.7 | 6.5 | 1.4 | -2.3
O=C(c1ccc(NS(=O)(=O)c2cccs2)cc1)N1CCN(c2ccccc2Cl)CC1 | -2.7 | -1.8 | 6.5 | -11.7 | 1.1 | 2.4 | -8.3 | -8.8 | 3.5 | 4.5
CC(NC(=O)CSc1ncnc2nc[nH]c12)c1ccccc1 (centres undefined) | -5.2 | -1.1 | -8.7 | -0.2 | 0.7 | 8.3 | 1.9 | -4.7 | 3.4 | -2.4
O=C(CSc1nnc2ncccn12)Nc1cccc2ccccc12 | 6.4 | 2.5 | -2.3 | -3.2 | -1.7 | -1.9 | -4.9 | 4.0 | -1.6 | -1.6
CC(C)(C)NC(=O)CN(Cc1cccs1)C(=O)CCC(=O)Nc1nccs1 | -1.5 | -0.1 | 11.1 | 8.5 | 0.9 | 7.7 | 4.5 | -0.8 | -1.8 | -3.4
CCCNC(=O)C1(CC2CC(c3ccccc3)=NO2)CCNCC1 (centres undefined) | 7.0 | 2.4 | 7.8 | 5.0 | 0.7 | -5.3 | -1.9 | 4.2 | -4.6 | -2.1

Arranged by the number under TCR CD3 inh (ascending): 3 of the compounds above.
compound | TCR CD3 inh
Cc1nn(CC(=O)Nc2cccc(C(F)(F)F)c2)c(=O)c2cccn12 | -8.4
O=C(CSc1nnc2ncccn12)Nc1cccc2ccccc12 | 4.0
CCCNC(=O)C1(CC2CC(c3ccccc3)=NO2)CCNCC1 (centres undefined) | 4.2
